Source: PubChem
ARNT TACC3 PPI = ARNT/TACC3 interaction disruption; Q9Y6A5; AlphaScreen His-ARNT PAS-B/GST-TACC3 binding, luminescence; TACC3 fragment carries E629A point mutation; inhibition, % at 9.99 µM; hit rate 0.66% among 390,000; AID 623870;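 active = mean inhibition of replicates at least 50% and at least half of replicates each reaching 50%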;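 also: 0% = complete ARNT plus TACC3 wells and 100% = ARNT alone without TACC3; many hits fall short of the cut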
RAD54 branch = inhibitors of human RAD54 branch migration. Q92698. RAD54 Holliday junction branch migration, FAM/BHQ fluorescence. inhibition, % at 10.4 µM. hit rate 0.14% among 360,000;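 active = mean normalized replicate activity at least 40 and at least half of replicates scoring 40 or more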;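 also: 0% = median of neutral control wells and 100% = median of positive control wells; inhibitors cause a drop in the FAM fluorescence signal; in these data hits start at about 50%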
Target sequence (Q92698 whole entry, looked up): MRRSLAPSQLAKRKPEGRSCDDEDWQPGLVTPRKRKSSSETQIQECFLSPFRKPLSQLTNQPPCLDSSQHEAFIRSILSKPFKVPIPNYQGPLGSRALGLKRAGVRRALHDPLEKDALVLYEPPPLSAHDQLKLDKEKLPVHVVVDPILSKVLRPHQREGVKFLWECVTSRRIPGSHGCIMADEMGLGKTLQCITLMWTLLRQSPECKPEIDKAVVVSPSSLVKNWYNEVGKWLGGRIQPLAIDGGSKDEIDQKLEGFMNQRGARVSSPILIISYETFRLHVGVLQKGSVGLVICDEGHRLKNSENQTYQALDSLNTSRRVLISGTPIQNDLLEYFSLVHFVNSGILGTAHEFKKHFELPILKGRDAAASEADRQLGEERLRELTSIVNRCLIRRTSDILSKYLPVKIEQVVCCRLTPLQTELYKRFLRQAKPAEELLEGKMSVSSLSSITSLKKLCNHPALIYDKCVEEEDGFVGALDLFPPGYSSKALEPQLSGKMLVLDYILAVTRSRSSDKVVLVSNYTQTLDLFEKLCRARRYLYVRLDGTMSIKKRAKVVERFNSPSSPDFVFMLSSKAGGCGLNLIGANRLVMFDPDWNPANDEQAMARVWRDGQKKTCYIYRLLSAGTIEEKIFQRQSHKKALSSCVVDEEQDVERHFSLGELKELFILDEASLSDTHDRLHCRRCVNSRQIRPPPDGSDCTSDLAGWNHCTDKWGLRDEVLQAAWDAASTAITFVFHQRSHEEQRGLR
esBAF inh = blocks esBAF chromatin remodeling in mouse ES cells; Bmi1-luciferase knock-in reporter, 24 h; 100% = twice the neutral-well signal; reporter increase, % at 12.5 µM; hit rate 2% among 350,000; AID 602393; in the data active = activation above about 40%;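 also: 0% = median of the plate's neutral control wells and 100% = double that signal; a rise in the Bmi1 reporter signal indicates esBAF inhibition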
* = called active by the depositor.

Preview, 20 compounds:
SMILES	ARNT TACC3 PPI	RAD54 branch	esBAF inh
CC1(C)Cc2c(sc3c2c(=N)n(Cc2ccco2)c(=O)n3CC(=O)Nc2ccccc2)CO1	3	1	6
Cc1nn(Cc2ccc(C(=O)Nc3ccc(C(=O)OC(C)C)cc3)o2)c(C)c1Cl	-6	1	3
CC(C)NC(=O)C(=O)NNC(=O)C12CC3CC(CC(C3)C1)C2	-4	0	-11
O=C(CNC(=O)c1ccco1)Nc1cc(Cl)ccc1N1CCOCC1	1	-6	-1
COc1ccc(NC(=O)CN2CCN(C3c4ccccc4-c4ccccc43)CC2)cc1	6	8	-10
Cc1ccc(C2NC(=O)c3c(sc4c3CCN(C)C4)N2)o1 (stereo unspecified)	4	-11	0
Clc1ccc(Cn2nnc(-c3ccc(CN4CCOCC4)cc3)n2)cc1	-10	5	52*
CSCCC(NC(=O)c1ccco1)C(=O)NCc1ccc(F)cc1 (stereo unspecified)	-4	6	-10
O=C(c1cnc2n(c1=O)CCS2)N1CCN(C(c2ccccc2)c2ccc(Cl)cc2)CC1 (stereo unspecified)	-7	5	-10
COC(=O)c1ccc(NC(=O)CN2CCCC2)cc1	2	3	30
Cc1ccccc1Cn1ccc(-c2ccc3c(c2)OCO3)n1	-28	0	60*
Cc1ccc(C2CCN(C(=O)Nc3ccccc3)C2)cc1 (stereo unspecified)	-1	1	53*
C#CCOCCOCCOCCNc1nc(N2CCN(C(=O)[C@H]([C@@H](C)CC)n3cc([C@@H](N)CO)nn3)CC2)nc(N2CCN(C(=O)[C@H]([C@@H](C)CC)n3cc([C@@H](N)CC(C)C)nn3)CC2)n1	2	7	-7
CCC(C)(C)NC(=O)Cc1ccc(OC)c(OC)c1	0	13	-4
CCS(=O)(=O)C1=NSC2=NC(=O)/C(=C\c3ccc(OS(=O)(=O)c4ccccc4)cc3)C(=N)N21	3	-13	1
O=C(NCCO)c1cccc(Cl)c1	-7	-46	-6
COc1ccc(NC(=O)COC(=O)[C@@H]2CCCN2C(=O)c2cccs2)cc1	-16	5	4
COC(=O)c1cc(Br)c(=O)n(CCN(C(C)C)C(C)C)c1	3	-5	-6
O=C(COC(=O)CCc1nc2ccccc2s1)Nc1ccc(S(=O)(=O)N2CCOCC2)cc1	-4	-5	3
O=S(=O)(N/N=C\c1ccc(-c2ccccc2Cl)o1)c1ccccc1	9	-7	-9

This part in full, repeating the preview:
SMILES	ARNT TACC3 PPI	RAD54 branch	esBAF inh
CC1(C)Cc2c(sc3c2c(=N)n(Cc2ccco2)c(=O)n3CC(=O)Nc2ccccc2)CO1	3	1	6
Cc1nn(Cc2ccc(C(=O)Nc3ccc(C(=O)OC(C)C)cc3)o2)c(C)c1Cl	-6	1	3
CC(C)NC(=O)C(=O)NNC(=O)C12CC3CC(CC(C3)C1)C2	-4	0	-11
O=C(CNC(=O)c1ccco1)Nc1cc(Cl)ccc1N1CCOCC1	1	-6	-1
COc1ccc(NC(=O)CN2CCN(C3c4ccccc4-c4ccccc43)CC2)cc1	6	8	-10
Cc1ccc(C2NC(=O)c3c(sc4c3CCN(C)C4)N2)o1 (stereo unspecified)	4	-11	0
Clc1ccc(Cn2nnc(-c3ccc(CN4CCOCC4)cc3)n2)cc1	-10	5	52*
CSCCC(NC(=O)c1ccco1)C(=O)NCc1ccc(F)cc1 (stereo unspecified)	-4	6	-10
O=C(c1cnc2n(c1=O)CCS2)N1CCN(C(c2ccccc2)c2ccc(Cl)cc2)CC1 (stereo unspecified)	-7	5	-10
COC(=O)c1ccc(NC(=O)CN2CCCC2)cc1	2	3	30
Cc1ccccc1Cn1ccc(-c2ccc3c(c2)OCO3)n1	-28	0	60*
Cc1ccc(C2CCN(C(=O)Nc3ccccc3)C2)cc1 (stereo unspecified)	-1	1	53*
C#CCOCCOCCOCCNc1nc(N2CCN(C(=O)[C@H]([C@@H](C)CC)n3cc([C@@H](N)CO)nn3)CC2)nc(N2CCN(C(=O)[C@H]([C@@H](C)CC)n3cc([C@@H](N)CC(C)C)nn3)CC2)n1	2	7	-7
CCC(C)(C)NC(=O)Cc1ccc(OC)c(OC)c1	0	13	-4
CCS(=O)(=O)C1=NSC2=NC(=O)/C(=C\c3ccc(OS(=O)(=O)c4ccccc4)cc3)C(=N)N21	3	-13	1
O=C(NCCO)c1cccc(Cl)c1	-7	-46	-6
COc1ccc(NC(=O)COC(=O)[C@@H]2CCCN2C(=O)c2cccs2)cc1	-16	5	4
COC(=O)c1cc(Br)c(=O)n(CCN(C(C)C)C(C)C)c1	3	-5	-6
O=C(COC(=O)CCc1nc2ccccc2s1)Nc1ccc(S(=O)(=O)N2CCOCC2)cc1	-4	-5	3
O=S(=O)(N/N=C\c1ccc(-c2ccccc2Cl)o1)c1ccccc1	9	-7	-9
COCC(=O)Nc1sc2c(c1C(=O)OC)CCCC2	-8	-2	-3
CCOC(=O)C1CCN(Cc2cc(Cl)c3ccccc3c2O)CC1	2	7	-84
COc1ccc(CN(CC(=O)NCC2CCCO2)C(=O)CNS(=O)(=O)c2ccc(C)cc2)cc1 (stereo unspecified)	-1	5	-4
Cc1cc(NS(=O)(=O)c2ccc(NC(=O)c3ccco3)cc2)nc(C)n1	-10	-3	6
O=C(CC1SC2=NCCN2C1=O)Nc1ccccc1 (stereo unspecified)	2	-3	3
O=C(N/N=C1\CCCc2ccccc21)c1ccc([N+](=O)[O-])cc1	-4	7	19
CCc1ccc(C(=O)NC2CCCCC2)s1	0	-10	31
CCN(CC)S(=O)(=O)c1ccc(-c2nnc(SC)o2)cc1	-6	6	13
CC(=O)Nc1ccc(Cl)c(C(N)=O)c1	4	7	-2
CCCOc1cccc(C(=O)O)c1	1	-17	-4
COc1ccc(C2C3=C(CC(C)(C)CC3=O)Nc3c2c(=O)[nH]c2nc(C)nn32)cc1 (stereo unspecified)	-5	-2	6
Cn1c(=N)c(S(=O)(=O)c2ccccc2)cc2c(=O)n3ccccc3nc21	12	-5	1
N#CCC1c2ccccc2CCN1C(=O)Nc1cccc(C(F)(F)F)c1 (stereo unspecified)	-10	12	-2
CCOc1ccc(NC(=O)CSC2=C(C#N)C(c3ccc4c(c3)OCO4)CC(=O)N2)cc1 (stereo unspecified)	-28	8	-2
CC(=O)Nc1ccc(Nc2ncc([N+](=O)[O-])c(Nc3ccc(NC(C)=O)cc3)n2)cc1	-1	3	0
CCCCSc1nc(C)c(CC(=O)O)c(=O)[nH]1	-12	0	-3
CC(C)C(C)NC(=O)COc1ncnc2ccccc12 (stereo unspecified)	-1	2	-7
CC(NC(=O)C(=O)NN=C1CCCCCCCCCCC1)c1ccccc1 (stereo unspecified)	-8	4	-11
Cc1cc(NC(=O)CCC(=O)N(Cc2cccs2)C(C(=O)NC2CCCC2)c2ccccc2)no1 (stereo unspecified)	-6	-8	13
c1ccc(-c2nc(N3CCN(c4ccccc4)CC3)nc(-n3ccnc3)n2)cc1	8	0	-3
Cc1sc2c(=O)n3c(nc2c1C(=O)NC1CCCCC1)CCCCC3	8	-2	-6
COc1ccc(-n2nnnc2SCC(=O)NC(=O)Nc2ccc3c(c2)OCCO3)cc1	-1	-6	9
CC1(C)N([O-])C(c2cccs2)=C[N+]1=O	23	1	-7
COc1cc(-c2nnc(SCC(=O)N3c4ccccc4Sc4ccccc43)o2)cc(OC)c1OC	-5	0	-4
CC(=O)NCCC(Cc1ccccc1)c1ccco1 (stereo unspecified)	-5	1	-2
CC(=O)c1cc2c(cc1NC(=O)CN1CCN(c3ccc(F)cc3)CC1)OCO2	-10	0	-1
CCOCCCNC(=O)c1ccc(Br)cc1	-5	-1	23
CCCCSc1nc(C)cc(C)c1S(=O)(=O)c1ccccc1C	-7	-1	-6
COc1cc(C(=O)NCc2ccc(-c3nc4ccccc4o3)cc2)cc(OC)c1OC	6	4	0
CC(C)CC(C(=O)NCC1CCCO1)N(C(=O)Cn1nnc(-c2ccc(F)cc2)n1)c1ccccc1F (stereo unspecified)	4	-3	11

Other results.
SMILES	ARNT TACC3 PPI	RAD54 branch	esBAF inh
Cn1cccc1C1(C(F)(F)F)NCCNC1=O (stereo unspecified)	-9	4	-2
COC(=O)[C@H](CCSC)NC(=O)NCc1ccccn1	-4	-8	-4
CCOc1ccc(C(=O)Nc2cc(C)on2)cc1OCC	-2	-2	13
CCOC(=O)C1CCCN(C(=O)c2ccc(C)cc2O)C1 (stereo unspecified)	9	-3	-12
COc1cc(C(=O)Nc2ccc(S(=O)(=O)N3CCc4ccccc43)cc2)cc(OC)c1OC	20	-1	3
Cc1nc2ccc(S(=O)(=O)NCC(=O)NCCN3CCCCC3C)cc2s1 (stereo unspecified)	-3	-2	-18
CCOc1ccccc1-n1c(SCC(N)=O)nnc1-c1cccnc1	-9	-12	-7
Cc1cnn(CCC(=O)NNC(=S)Nc2ccc(F)cc2)c1	-3	-4	-6
CC(Sc1ncnc2ccccc12)C(=O)Nc1ccc2c(c1)OCO2 (stereo unspecified)	-1	-13	31
COCC(=O)NC1CCN(C(=O)Nc2ccc(Br)cc2)CC1	3	0	9
CC(C)c1ccc(Cc2nnc(NCCCO)[nH]c2=O)cc1	-6	3	-2
CCOC(=O)C1(C(F)(F)F)N=C(c2cccnc2)OC(N2CCOCC2)=N1 (stereo unspecified)	-7	-7	-7
Cc1noc(C)c1COc1ccc(C(=O)OCC(=O)NC23CC4CC(CC(C4)C2)C3)cc1	2	13	5
COc1ccc(C)cc1NC(=O)CSc1nnc(COc2ccc(C)cc2)n1Cc1ccco1	-3	-5	3
O=C(c1ccc(CN2CCOCC2)cc1)N1CCN(c2cccc(Cl)c2)CC1	-1	3	-1
O=C(/C=C/c1ccc(Cl)cc1Cl)NCc1ccco1	4	1	44*
COCCCN(C(=O)Nc1cccc(Cl)c1)C(C)c1ccccn1 (stereo unspecified)	-7	-5	6
COCCNC(=O)c1ccc2c(c1)nc(C)n2-c1cc(OC)c(OC)c(OC)c1	-28	7	-1
COc1cc(NC(=O)C(F)(F)F)cc(OC)c1	0	-7	-5
C=CCn1c(=O)/c(=C\c2ccsc2)s/c1=C(/C#N)C(=O)NCCN1CCOCC1	-7	-36	13
O=C(Nc1ccc(-c2nnc(-c3ccccc3)o2)cc1)C1CCCO1 (stereo unspecified)	2	3	-33
Cc1cc(=O)n(CCC(=O)O)c2ccccc12	-5	-3	-5
C[N+]1(CCN2C(=O)C3CC=C(Cl)CC3C2=O)CCOCC1 (stereo unspecified)	-12	2	-2
CCS(=O)(=O)NCc1csc(C)n1	7	3	-6
CCOCCn1c(C(C)C)nc2ccccc21	0	4	-5
CCn1c2ccccc2c2cc(NC(=O)CSc3nnnn3-c3ccccc3)ccc21	-9	0	4
c1ccc(-c2cc(-c3nn4c(-c5ccco5)nnc4s3)c3ccccc3n2)cc1	-12	9	-1
CN(C)c1ccnc2sc(C(=O)NCc3ccccc3)c(N)c12	-3	-6	10
CCOc1ccccc1CNS(=O)(=O)c1ccc2[nH]c(=O)sc2c1	-1	-2	-4
O=C(COc1ccc2oc(-c3ccccc3)cc(=O)c2c1)NCc1ccco1	4	16	5
CCOc1ccc(-n2c(Cc3ccccc3)nnc2SCc2c(C)noc2C)cc1	-3	-12	-1
Cc1c(C(=O)Oc2cccc3ccccc23)cnn1-c1ccccc1	-7	1	45*
Cc1c(NC(=O)OCCNC(=O)COc2c(Cl)cccc2Cl)sc(=S)n1C	-3	5	9
CCOC(=O)N1CCC(NC(=O)Cn2ncc3ccccc32)CC1	-7	-4	1
CSc1nc2ccccc2cc1/C=C(\C#N)c1ccc(Cl)cc1Cl	1	0	9
O=C(Nc1ccccc1F)N(CCCN1CCOCC1)Cc1cc2cc3c(cc2[nH]c1=O)OCCO3	0	14	1
COC(=O)c1[nH]c2cccc(Cl)c2c1NC(=O)CN1CCCCC1C (stereo unspecified)	1	6	-14
COC(=O)c1ccccc1NC(=O)CSc1n[nH]c(C)n1	1	1	-5
OC(CN(c1ccccc1)c1ccccc1)Cn1cnc2ccccc21 (stereo unspecified)	5	-3	-5
COC(=O)CSc1nc(N)c2c3c(sc2n1)CCCC3	-3	6	-4
O=c1c(-c2ccccc2)[n+]([O-])c2ccccc2n1O	-1	4	-8
N#CC1(Cc2ccccc2Cl)c2ccccc2C=CN1C(=O)c1ccccc1 (stereo unspecified)	1	1	-13

Only part of the results is shown (hit frequency here may not be typical).
